# DAX1 inh-1 – DAX1 (NR0B1) inhibitors on StAR promoter, primary screen, cell-based, luminescence, SF-1 (NR5A1), full-length DAX-1. HEK293T StAR-luciferase reporter, SF-1/DAX-1 repression relief. inhibition, % at 6.8 µM. 370,000 tested, 1.1% active. AID 652010, 2013;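 active means inhibition above the mean over all tested compounds plus 3 SD, cut at about 3.6% in these data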;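 further: 0% = DAX-1 cells with DMSO and 100% = cells lacking DAX-1 with DMSO; higher inhibition means more luminescence from relief of DAX-1 repression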
# ADAM10 inh – human ADAM10 inhibitors, primary screen, biochemical, QFRET, HTS. Disintegrin and metalloproteinase domain-containing protein 10 (Homo sapiens), O14672. recombinant ADAM10, EDANS/DABCYL FRET peptide cleavage, 3 h. inhibition, % at 7 µM. 370,000 tested, 0.62% active. AID 720582, 2013;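 active means inhibition above a per-campaign cutoff equal to the mean of compounds falling between control-based bounds plus 3 SD, cut at about 20% in these data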;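 further: 0% = DMSO wells while the 100% control is not disclosed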
# NPR1 activator – GC-A stimulated cGMP production enhancers – HEK293 GC-A cells, cGMP TR-FRET, EC30 ANP, primary screen. Atrial natriuretic peptide receptor 1 (Homo sapiens), P16066. 370,000 tested, 0.14% active. activation, % at 10 µM. 0% at EC30 ANP, 100% saturating ANP; in the data active means activation above about 40%
# Target sequence (P16066 whole entry, looked up): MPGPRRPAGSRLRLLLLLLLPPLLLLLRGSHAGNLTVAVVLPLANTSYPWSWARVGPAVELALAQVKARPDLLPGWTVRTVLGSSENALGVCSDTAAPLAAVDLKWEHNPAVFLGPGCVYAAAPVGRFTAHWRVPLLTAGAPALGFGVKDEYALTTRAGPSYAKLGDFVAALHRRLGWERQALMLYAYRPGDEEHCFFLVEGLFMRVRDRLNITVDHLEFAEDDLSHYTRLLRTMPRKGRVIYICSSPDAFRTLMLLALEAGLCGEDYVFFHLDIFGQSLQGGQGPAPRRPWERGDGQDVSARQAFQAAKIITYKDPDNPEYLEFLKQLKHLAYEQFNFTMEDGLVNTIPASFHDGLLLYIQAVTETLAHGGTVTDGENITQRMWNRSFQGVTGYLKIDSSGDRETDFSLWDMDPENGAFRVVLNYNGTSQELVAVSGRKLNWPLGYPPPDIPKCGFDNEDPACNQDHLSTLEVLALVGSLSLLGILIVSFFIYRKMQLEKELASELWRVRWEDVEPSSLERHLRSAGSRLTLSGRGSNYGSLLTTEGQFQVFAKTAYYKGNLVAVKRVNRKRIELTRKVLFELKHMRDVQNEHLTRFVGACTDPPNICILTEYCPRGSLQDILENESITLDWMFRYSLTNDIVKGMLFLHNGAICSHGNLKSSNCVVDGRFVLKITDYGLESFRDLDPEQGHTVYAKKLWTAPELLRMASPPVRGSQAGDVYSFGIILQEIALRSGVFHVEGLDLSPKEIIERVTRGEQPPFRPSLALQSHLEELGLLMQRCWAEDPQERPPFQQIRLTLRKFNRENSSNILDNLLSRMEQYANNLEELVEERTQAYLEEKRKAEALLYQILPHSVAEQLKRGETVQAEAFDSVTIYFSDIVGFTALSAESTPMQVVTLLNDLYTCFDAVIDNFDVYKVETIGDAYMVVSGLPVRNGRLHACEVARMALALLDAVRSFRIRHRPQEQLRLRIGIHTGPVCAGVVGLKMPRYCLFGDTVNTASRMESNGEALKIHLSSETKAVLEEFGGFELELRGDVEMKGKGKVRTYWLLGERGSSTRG
# SMARCA2 activ – SMARCA2 (BRM) function activators, primary screen, cell-based, luminescence, high throughput | MG213 cells, MMTV-luciferase reporter, dexamethasone, overnight | activation, % at 9.1 µM | 370,000 tested, 1% active | AID 652017, 2013; in the data active means activation above about 7.8%;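 further: 0% = vehicle wells and 100% = reference activator wells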
# DAX1 inh-2 – DAX1 (NR0B1) inhibitors, primary screen, cell-based, HEK293, Gal4-DAX1, luciferase luminescence | AID 504766, 2011 | 340,000 tested, 0.99% active | HEK293 Gal4-DAX1 luciferase reporter | inhibition, % at 6.75 µM;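 active means inhibition above the mean over all tested compounds plus 3 SD, cut at about 4.2% in these data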;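 further: 0% = DAX1-transfected cells with DMSO and 100% = empty-vector control cells with DMSO; inhibition shows as a rise in luminescence from relieved DAX1 repression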
# sPLA2-III inh – human group III sPLA2 inhibitors, primary screen, biochemical, QFRET, BODIPY PC-A2 liposome substrate; Group 3 secretory phospholipase A2 (Homo sapiens), Q9NZ20; QFRET BODIPY PC-A2 liposome hydrolysis, fluorescence; inhibition, % at 12.2 µM; 370,000 tested, 0.56% active; AID 743126, 2013;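 active means inhibition above mean plus 3 SD of compounds lying within the high and low control bounds, cut at about 19% in these data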;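 further: 0% = median of test compound wells and 100% = no enzyme DMSO wells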
# hcDAF-12 act – H. contortus DAF-12 nuclear receptor activators, primary screen, cell-based, luminescence, HEK293, lit1-tk-luc reporter. HEK293 hcDAF-12 lit1-tk-luc reporter; 0% DMSO, 100% Δ7-dafachronic acid. activation, % at 6.8 µM. 370,000 tested, 1.4% active;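 active means activation above the mean of all tested compounds plus 3 SD, cut at about 5.5% in these data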;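 further: 100% = response to 3 µM Δ7-dafachronic acid high control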
# hgDAF-12 ag – H. glycines DAF-12 receptor agonists, primary screen, cell-based, luminescence, HEK293, GAL4 fusion, UAS-luciferase | HEK293 GAL4-hgDAF12 UAS-luciferase reporter, agonist luminescence; normalized to butyrate control | activation, % at 6.8 µM | 370,000 tested, 1.8% active;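 active means activation above a cutoff set at the mean of all screened compounds plus 3 SD, cut at about 10% in these data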;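 further: 0% = DMSO wells and 100% = sodium butyrate wells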
# ssDAF12 agonist – S. stercoralis DAF-12 nuclear receptor activators, primary screen, cell-based, luminescence, HEK293, GRIP1 co-expression, lit1-tk-luc | activation, % at 6.8 µM | 370,000 tested, 1% active | HEK293 ssDAF-12/GRIP1 lit1-tk-luc reporter; % of 3 µM dafachronic acid response | Nuclear hormone receptor DAF-12 (Strongyloides stercoralis);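 active means activation above the mean over all tested compounds plus 3 SD, cut at about 0.9% in these data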;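 further: 0% = DMSO-only wells and 100% = 3 µM delta7-dafachronic acid wells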
# NPR2 activator – human GC-B receptor activators, primary screen, HEK293 GC-B cells, cGMP TR-FRET, EC30 CNP | 0% at EC30 CNP, 100% saturating CNP | activation, % at 10 µM | 370,000 tested, 0.11% active;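 active means activation at 10 µM reaching about 35% in either raw or pattern-adjusted values, limit read from the data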
# GAA850 FXN act – FXN promoter activators, primary screen, cell-based, luciferase luminescence, HEK293 lucGAA850 | AID 540364, 2011 | HEK293 lucGAA850 FXN promoter luciferase reporter, 24 h; percent of 10 µM SAHA response | 360,000 tested, 0.56% active | activation, % at 6 µM;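 active means activation above the average of all compounds screened plus 3 SD, cutoff fixed separately per campaign, cut at about 7.5% in these data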;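 further: 0% = DMSO wells and 100% = 10 µM SAHA wells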
# Numbers without * were called inactive; . = no result given.
smiles	SMARCA2 activ	ssDAF12 agonist	NPR1 activator	ADAM10 inh	sPLA2-III inh	NPR2 activator	DAX1 inh-2	GAA850 FXN act	DAX1 inh-1	hcDAF-12 act	hgDAF-12 ag
N#Cc1ccc(S(=O)(=O)N2CCCCC2c2cc(C(=O)N3CCOCC3)no2)cc1 (stereo not given)	-1	-1.4	1	-6	-7	0	.	2.2	0.8	-2.3	-0.9
O=C(NC1CCCCC1)C(c1ccc(Cl)cc1)N1CCC2(CC1)OCCO2 (stereo not given)	0	-1.0	-19	3	3	-12	-1.2	1.0	1.0	0.0	0.4
O=S(=O)(Nc1ccc(OC(F)F)cc1)c1ccc(-c2ccon2)s1	-1	-1.0	0	-1	-21	-1	-0.8	1.6	0.0	-2.6	-1.6
COC(=O)c1ccc(Cn2nnc3c(=O)[nH]c(C4CCCN(S(=O)(=O)c5ccccc5)C4)nc32)cc1 (stereo not given)	-2	-0.6	7	7	-6	7	-0.5	0.3	0.5	-2.4	0.1
COc1ccc(S(=O)(=O)NC2CC(=O)N(c3ccc(C)c(C)c3)C2)cc1 (stereo not given)	-3	-0.9	-5	-5	-19	-4	-0.5	-0.4	0.4	-1.7	-2.3
O=C(O)c1ccccc1C1c2ccccc2Oc2ccccc21	-1	-0.8	4	-8	-23	1	-0.8	-0.8	-0.5	1.1	0.4
CC(=O)/C(=N\Nc1ccc(Cl)cc1)Sc1nnc(-c2ccccc2)n1-c1ccccc1	-2	-1.1	-6	-2	-3	1	-1.5	1.0	0.3	-2.3	0.6
NS(=O)(=O)c1ccc(N/N=C/c2ccccn2)c([N+](=O)[O-])c1	0	-0.7	-6	5	10	-7	4.1	2.4	0.0	-0.7	-2.3
CCOc1ccc(NC(=O)CN(C)C(=O)c2ccccc2OCc2cccc(C)c2)cc1OCC	0	-1.8	-4	2	-8	5	0.3	-1.5	-0.2	-0.9	-2.2
CCOC(=O)C1=C(CC)OC(N)=C(C#N)C1c1cc(OC)ccc1OC (stereo not given)	3	-1.6	-5	-7	-38	-6	0.1	-2.5	0.7	-2.2	0.3
CCC(=O)Nc1ccc(N2CCC(C)CC2)cc1	9.6*	-1.3	-2	4	15	2	1.3	2.9	0.2	1.8	3.5
COc1cccc(/C=N/NC(=O)c2ccc(OCc3cccc(Br)c3)cc2)c1	-3	-1.7	-1	3	-7	-3	-0.2	-2.1	-0.8	-0.4	1.6
O=C(CCCC(=O)N(CC(=O)NC1CCCCC1)Cc1ccco1)Nc1ccccn1	-1	-0.7	8	2	11	-5	0.5	0.5	0.0	-1.1	-0.2
Cc1ccc2nc(/N=C(\N)NC(=O)NC3CCCCC3)nc(C)c2c1	-3	-1.5	4	-18	0	-4	.	-0.3	-1.0	-1.2	2.4
O=C(CSc1nnnn1Cc1ccccc1)Nc1ccc2c(c1)OCCO2	2	-1.4	-1	-1	-11	6	1.4	-0.6	-0.5	-0.7	0.5
CC(C)c1ccc(N2CC(C)(C)C2=O)cc1	4	-1.4	5	5	3	-3	3.5	1.3	0.2	-1.8	-0.1
O=C(Nc1ccncc1)C1CCN(S(=O)(=O)c2ccccc2)CC1	-2	-1.1	2	-17	14	1	2.1	-0.1	-0.8	0.0	0.9
O=C(NCc1ccc(F)cc1)C1CCCN1S(=O)(=O)c1ccccc1C(F)(F)F (stereo not given)	4	-0.4	-3	-11	0	6	0.0	-1.2	-1.1	0.3	4.1
COc1ccccc1-c1cc(C(=O)N2CCCc3ccccc32)no1	-1	-1.5	-1	13	-11	-3	1.4	-0.5	-0.4	-1.4	-2.3
Cc1cc(C)n2c(SCC(=O)N(CCC#N)c3ccc4c(c3)OCCO4)nnc2n1	1	-0.2	-3	-6	-5	0	-0.2	0.5	-0.7	0.3	-2.4

# Filtered by structure: the entries above containing an aryl methoxy group (4)
smiles	SMARCA2 activ	ssDAF12 agonist	NPR1 activator	ADAM10 inh	sPLA2-III inh	NPR2 activator	DAX1 inh-2	GAA850 FXN act	DAX1 inh-1	hcDAF-12 act	hgDAF-12 ag
COc1ccc(S(=O)(=O)NC2CC(=O)N(c3ccc(C)c(C)c3)C2)cc1 (stereo not given)	-3	-0.9	-5	-5	-19	-4	-0.5	-0.4	0.4	-1.7	-2.3
CCOC(=O)C1=C(CC)OC(N)=C(C#N)C1c1cc(OC)ccc1OC (stereo not given)	3	-1.6	-5	-7	-38	-6	0.1	-2.5	0.7	-2.2	0.3
COc1cccc(/C=N/NC(=O)c2ccc(OCc3cccc(Br)c3)cc2)c1	-3	-1.7	-1	3	-7	-3	-0.2	-2.1	-0.8	-0.4	1.6
COc1ccccc1-c1cc(C(=O)N2CCCc3ccccc32)no1	-1	-1.5	-1	13	-11	-3	1.4	-0.5	-0.4	-1.4	-2.3

# Other results follow:
smiles	SMARCA2 activ	ssDAF12 agonist	NPR1 activator	ADAM10 inh	sPLA2-III inh	NPR2 activator	DAX1 inh-2	GAA850 FXN act	DAX1 inh-1	hcDAF-12 act	hgDAF-12 ag
Cc1ccc(Cn2c(=S)[nH]c3ccc(N4CCOCC4)cc3c2=O)o1	2	-1.4	12	-187	1	8	-0.5	4.3	-0.8	-1.4	-0.2
Cc1nc(C(=O)Nc2ccc(Cl)cc2Cl)nn1-c1cc(OC(C)C)c(Cl)cc1Cl	0	-1.5	10	4	7	0	1.4	-2.7	1.4	0.0	-1.7
CCOC(=O)C1(Cc2ccccc2)CCN(CC2CC=CCC2)CC1 (stereo not given)	2	-0.7	0	2	0	2	2.1	-0.5	-0.4	-0.7	-1.7
O=C1c2cc(Cl)ccc2OC2(CCNCC2)C12CC(c1ccccc1)=NO2 (stereo not given)	-1	-1.2	4	-1	-2	-1	-0.3	-2.3	-0.1	-1.3	-1.5
NC(=O)C1(N2CCCCC2)CCN(c2nc(-c3ccccc3)cs2)CC1	0	-1.7	1	6	4	2	-0.4	0.1	-0.6	-1.2	-4.7
COc1ccc(OCc2nnc(SCC(=O)N3c4ccccc4Sc4ccc(Cl)cc43)o2)cc1	-3	-1.6	-2	-3	3	-5	0.2	2.3	-0.3	-1.8	-2.1
Nc1nc2c(ncn2[C@@H]2O[C@H](CNC(=O)[C@H](N)Cc3cncn3COCc3ccccc3)[C@@H](O)[C@H]2O)c(=O)[nH]1	-2	-0.5	11	-12	2	10	.	.	-0.9	-1.9	0.9
CCC1CCCCN1CC(=O)c1c(C)[nH]c2ccccc12 (stereo not given)	-1	-0.2	-3	-7	-7	-4	-0.4	0.8	-0.1	2.6	1.1
COc1ccc(NC(=O)CN(c2cccc(F)c2)S(C)(=O)=O)cc1OC	-2	-1.1	2	-2	-5	-1	-0.6	1.0	0.9	-0.5	-1.0
CN(CC(=O)Nc1ccc(S(=O)(=O)N2CCCC2)cc1)Cc1c(F)cccc1Cl	-5	-2.2	-1	-3	-13	3	-1.5	-0.2	-1.9	-4.3	-5.0
Cc1cccc(N2CCC(NCc3c(C(=O)N4CCCCC4)nc4c(C)cccn34)CC2)c1	-4	0.1	-8	0	2	1	-1.5	0.7	-0.2	-0.2	-1.2
Cn1nnnc1N=N/C(=N/Nc1ccccc1)c1ccccc1	-3	-2.3	4	3	4	0	-6.2	-11	-1.8	-2.5	-9.1
O=C(O)c1ccc(SCc2ccccc2)nc1	0	-1.2	1	1	-4	1	3.6	0.0	0.1	0.3	2.0
Cc1ccc(N2CC(C(=O)Nc3nnc(SCCC4OCCO4)s3)CC2=O)cc1 (stereo not given)	4	-0.5	-1	-2	-16	-4	1.8	-0.6	-2.1	4.3	-0.1
Cc1ccc2c(c1)[C@H]1[C@H](CO2)[C@H](c2ccccc2)[C@]2(C)C(=O)N(Cc3ccc(Cl)cc3)CC(=O)N12	-1	-1.2	-4	15	-2	-5	1.6	-0.4	0.6	-0.2	2.8
CCC(Oc1cc(Cl)ccc1Cl)C(=O)N1CCCN(C)CC1 (stereo not given)	-2	-0.6	1	0	7	4	-0.1	1.5	-0.6	1.9	-2.8
COc1ccc(C(=O)Nc2ccc3ccccc3n2)cc1OC	4	0.1	3	2	-1	-3	4.8*	2.5	1.4	1.9	10
O=C(O)c1cc(S(=O)(=O)Nc2ccccc2Cc2ccccc2)ccc1Cl	0	-1.3	-2	0	-18	3	-0.5	-0.6	0.2	1.3	-2.4
Cc1ccccc1N1CCN(C(=O)NCc2cccc(Cl)c2)CC1	1	-0.2	-14	6	-4	-4	0.1	-0.3	0.2	1.7	3.3
O=C(Nc1ccc(S(=O)(=O)Nc2nccs2)cc1)c1ccc(=O)[nH]c1	-4	-1.0	-1	-2	-14	9	1.9	1.8	0.2	-0.3	1.0
CCOC(=O)c1ccc(NC(=S)Nc2cccc(N)n2)cc1	-1	-0.8	3	2	22*	-2	0.5	5.5	1.6	-0.5	2.5
CCOC(=O)c1cc(-c2ccccc2C)n(CC2CC(c3cccc([N+](=O)[O-])c3)=NO2)n1 (stereo not given)	-1	-1.3	1	17	-11	2	0.1	2.5	-0.3	-1.6	-0.1
CCOC(=O)c1c(-c2cccs2)csc1NC(=O)c1ccco1	1	-0.9	2	-6	1	-14	1.3	2.0	1.3	1.6	2.4
CC(Nc1cccc([N+](=O)[O-])c1)C(=O)Nc1ccc(S(=O)(=O)N2CCCC2)cc1 (stereo not given)	3	-0.3	0	4	-33	1	-1.6	-2.0	-3.4	-1.0	-1.9
CCc1ccccc1NC(=O)C1CCN(c2cnccn2)CC1	-2	-1.4	2	-23	1	0	0.3	-0.9	0.2	-0.9	-1.0
O=C(O)c1cc2ccccc2[nH]1	1	-0.6	2	-8	2	5	1.0	-2.5	1.1	2.9	2.5
COc1ccc(C2=Nc3ccccc3N(C(=O)Cc3cc(OC)cc(OC)c3)C2C(=O)NC(C)C)cc1 (stereo not given)	4	0.9*	-13	-70	-7	-5	.	.	6.0*	6.7*	12*
COc1ccc(N2CCN(CCCNC(=S)Nc3c(C)cccc3C)CC2)cc1	-1	-1.1	1	-2	14	4	5.6*	1.8	0.5	-0.7	-0.2
